MEX-5 binding = MEX-5 zinc finger RNA-binding disruptors – biochemical, C. elegans, fluorescence polarization, MLPCN library, primary screen; Zinc finger protein mex-5 (Caenorhabditis elegans), Q9XUB2; MEX-5/FITC-TCR2 RNA binding; hits give low values; activity score (negative = inhibition of binding), % at 10 µM; 300,000 tested, 0.38% active;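 active = inhibition past about -25% in most replicates, and total fluorescence under double the plate's negative control median, limit read from the data; inconclusive = replicates evenly split on the limit, or fluorescence at least double controls; inactive = too little inhibition in most replicates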;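 also: 0% = DMSO and -100% = 5 µM competing unlabeled TCR2 RNA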
Fam108B inh = mouse Fam108B serine hydrolase inhibitors, primary screen, counter-screen for RBBP9 inhibitor project, biochemical, fluorescence polarization; recombinant Fam108B, FP-Rh probe fluorescence polarization; inhibition, % at 9.51 µM; 300,000 tested, 0.33% active; AID 1947, 2009;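 active = inhibition above the screen mean inhibition plus 3 SD, computed separately per campaign, cut at about 18% in these data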;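 also: inhibitors lower polarization as less probe binds the enzyme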
GLD-1 TGE inh = GLD-1/TGE RNA complex disruptors, primary screen, biochemical, fluorescence polarization; AID 2280, 2010; Female germline-specific tumor suppressor gld-1 (Caenorhabditis elegans), Q17339; 320,000 tested, 0.44% active; purified GLD-1 + fluorescein TGE RNA; inhibition, % at 5.96 µM;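 active = percent inhibition above a per-plate cutoff, the plate mean of test compounds plus 3 SD, cut at about 30% in these data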;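 also: 0% = DMSO wells with GLD-1 and probe and 100% = wells lacking GLD-1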
Target sequence (Q17339 whole entry, looked up): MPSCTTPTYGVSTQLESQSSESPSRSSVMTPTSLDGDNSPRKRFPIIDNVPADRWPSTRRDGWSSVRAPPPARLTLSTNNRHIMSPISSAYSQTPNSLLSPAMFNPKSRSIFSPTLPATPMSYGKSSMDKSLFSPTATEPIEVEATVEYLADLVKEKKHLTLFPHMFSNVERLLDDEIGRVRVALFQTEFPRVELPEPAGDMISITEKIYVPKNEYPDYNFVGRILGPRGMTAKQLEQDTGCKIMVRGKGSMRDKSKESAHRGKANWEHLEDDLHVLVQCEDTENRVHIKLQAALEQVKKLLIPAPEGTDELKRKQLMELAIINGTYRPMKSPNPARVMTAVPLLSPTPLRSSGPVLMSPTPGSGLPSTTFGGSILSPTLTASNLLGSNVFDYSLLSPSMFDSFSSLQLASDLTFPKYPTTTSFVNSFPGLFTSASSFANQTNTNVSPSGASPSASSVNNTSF
PAFAH1B2 inh = PAFAH1B2 enzyme inhibitors, primary screen, biochemical, fluorescence polarization, human | recombinant PAFAH1B2, FP-rhodamine activity probe | 340,000 tested, 1.2% active | inhibition, % at 3.39 µM;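 active = inhibition above the mean of all tested compounds plus 3 SD, cut at about 24% in these data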;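 also: 0% = enzyme with DMSO and 100% = wells lacking PAFAH1B2; many of its hits are not listed in these tables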
Target sequence (P68402 whole entry, looked up): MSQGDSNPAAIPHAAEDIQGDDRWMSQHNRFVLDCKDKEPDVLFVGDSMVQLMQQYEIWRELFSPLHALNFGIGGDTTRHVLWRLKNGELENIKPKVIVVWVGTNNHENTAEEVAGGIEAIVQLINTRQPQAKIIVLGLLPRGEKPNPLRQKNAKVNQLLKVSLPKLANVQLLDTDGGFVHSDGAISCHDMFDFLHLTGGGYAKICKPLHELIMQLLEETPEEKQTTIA
Bcl-xL primary = inhibitors of human Bcl-xL, primary screen, biochemical, fluorescence polarization, HTS | Bcl-2-like protein 1 (Homo sapiens), Q07817 | GST-Bcl-xL / FITC-Bim BH3 peptide fluorescence polarization | inhibition, % at 10.9 µM | 320,000 tested, 0.7% active | AID 2129, 2009;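 active = inhibition above the mean of all tested compounds plus 3 SD, cutoff set per campaign, cut at about 30% in these data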;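 also: 0% = DMSO wells and 100% = unlabeled Bim-BH3 peptide competitor; inhibitors lower millipolarization by displacing the labeled peptide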
PME-1 primary = PME-1 inhibitors via competitive probe labeling, primary screen, biochemical, fluorescence polarization, FP-Rh probe, HTS. recombinant PME-1. 320,000 tested, 0.53% active. AID 2130, 2009. inhibition, % at 5.9 µM. Protein phosphatase methylesterase 1 (Homo sapiens), Q9Y570;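 active = inhibition above the campaign mean of all compounds plus 3 SD, cut at about 26% in these data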;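 also: competitive labeling of PME-1 active site by serine hydrolase directed probe; 0% = PME-1 with DMSO and 100% = wells lacking PME-1 enzyme; inhibitors block probe labeling so polarization falls and inhibition rises; many of its hits are not listed in these tables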
Target sequence (Q9Y570 whole entry, looked up): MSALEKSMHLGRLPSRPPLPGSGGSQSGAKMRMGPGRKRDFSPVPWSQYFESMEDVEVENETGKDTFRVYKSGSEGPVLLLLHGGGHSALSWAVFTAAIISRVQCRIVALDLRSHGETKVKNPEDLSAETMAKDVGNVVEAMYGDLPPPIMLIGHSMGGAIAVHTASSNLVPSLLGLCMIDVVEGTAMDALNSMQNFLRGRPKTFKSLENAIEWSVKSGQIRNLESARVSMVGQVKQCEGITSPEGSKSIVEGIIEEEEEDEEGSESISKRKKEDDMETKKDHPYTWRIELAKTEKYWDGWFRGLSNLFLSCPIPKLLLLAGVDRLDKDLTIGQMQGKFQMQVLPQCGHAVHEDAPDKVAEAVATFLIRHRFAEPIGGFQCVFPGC
pPAFAH FP inh = pPAFAH enzyme inhibitors, primary screen, biochemical, fluorescence polarization, human; Platelet-activating factor acetylhydrolase (Homo sapiens), Q13093; recombinant pPAFAH, FP-rhodamine probe fluorescence polarization; inhibition, % at 3.39 µM; 330,000 tested, 1.5% active; AID 463082, 2010;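 active = inhibition above the mean inhibition across the screen plus 3 SD, cut at about 25% in these data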;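 also: inhibitors block binding of the rhodamine activity-based probe so polarization drops; 0% = enzyme with DMSO and 100% = wells lacking pPAFAH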
MCL1 BIM primary = inhibitors of MCL1 binding to BIM-BH3, primary screen, biochemical, fluorescence polarization; Induced myeloid leukemia cell differentiation protein Mcl-1 (Homo sapiens), Q07820; GST-MCL1 / FITC-Bim-BH3 fluorescence polarization; inhibition, % at 10.9 µM; 320,000 tested, 0.68% active; AID 2057, 2009;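 active = inhibition above the mean inhibition of all tested compounds plus 3 SD, set per campaign, cut at about 40% in these data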;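 also: 0% = DMSO wells and 100% = unlabeled Bim-BH3 peptide control; higher means more loss of mP so more displacement of Bim peptide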
AHR activator = AHR activators, primary screen, cell-based, luminescence, luciferase reporter, human. Aryl hydrocarbon receptor (Homo sapiens), P35869. AHR-responsive luciferase reporter cells. activation, % at 5 µM. 320,000 tested, 2.5% active. AID 2796, 2010; in the data active = activation above about 47%;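 also: 0% = vehicle wells and 100% = reference agonist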
* hit, by the source's call; u = inconclusive; x = no result given.

SMILES	MEX-5 binding	Fam108B inh	GLD-1 TGE inh	PAFAH1B2 inh	Bcl-xL primary	PME-1 primary	pPAFAH FP inh	MCL1 BIM primary	AHR activator
COc1ccc(CCNS(=O)(=O)CC23CCC(CC2=O)C3(C)C)cc1OC (stereo unspecified)	1.5	-1	3	8	4	9	5	-1	1
COc1ccc(CCNC(=O)COC(=O)Cc2ccccc2[N+](=O)[O-])cc1	x	x	7	4	x	x	2	x	2
CCOc1cc(N2CCOCC2)c(OCC)cc1NC(=S)NCCCOC	2.3	3	-2	0	10	2	-3	6	0
CC(=O)NS(=O)(=O)c1ccc(N2C(=O)CC(Sc3nccc(C)n3)C2=O)cc1 (stereo unspecified)	0.9	-2	-3	-1	-3	-3	1	-2	5
O=c1cc(CSc2ccccc2)nc(-c2ccncc2)[nH]1	3.9	0	3	5	8	0	0	1	1
COc1nc(NCc2ccc(Cl)cc2)nc(OC)n1	3.4	-7	-2	12	5	3	3	10	-2
O=C(O)C1CCCCN1C(=O)c1cc2c(s1)CCCCC2 (stereo unspecified)	x	x	5	4	1	-2	0	2	-1
N#CC1=C(N)SC(N)=C(C#N)C1Cc1ccccc1	6.6	-8	-26	-34	-12	-15	-2	-39	9
CC1C2CC(CC1(C)C)N(C(=O)Nc1ccc3nccnc3c1)C2 (stereo unspecified)	2.9	-3	3	11	4	5	5	11	2
CCOC(=O)CSc1ncc(-c2ccccc2)cn1	0.4	1	10	2	3	0	5	4	-2
O=C(NCc1ccco1)NC1CCCCC1	1.1	1	-1	-3	11	-2	4	-2	1
O=C1CS/C(=N/N=C/c2ccccc2)N1c1ccc(O)cc1	-0.6	2	2	-1	5	-4	2	8	9
CC(=O)c1c(C)n(-c2ccc(Br)cc2)c2ccc(O)cc12	-0.7	0	2	0	2	-6	-2	18	4
Cc1ccc(C(=O)COC(=O)c2ccncc2)cc1[N+](=O)[O-]	1.3	0	-1	7	0	9	5	-2	-3
CN(c1nc2ccccc2n2c(C3CC3)nnc12)S(=O)(=O)c1ccccc1	0.9	1	0	3	-3	2	-2	0	13
COc1ccc(C(=O)N(CCc2ccccc2)Cc2ccccc2)c(OC)n1	0.2	1	10	3	-6	2	1	-3	0
CC(C)(Cc1ccccc1)/[N+]([O-])=C\c1ccc(C(F)(F)F)cc1	2.1	1	5	3	-1	-1	-3	-2	6
Cc1ccc2c(c1)C1CN(C)CCC1N2S(=O)(=O)c1cccc(C(F)(F)F)c1 (stereo unspecified)	x	x	1	5	-3	2	-7	-6	0
O=C(C[n+]1ccc(C(=O)NCc2ccccc2)cc1)c1ccc(OC(F)F)cc1	-0.1	1	1	4	21	4	2	10	1
Cc1cccc(-c2ocnc2C(=O)N2CCN(C(=O)c3cccs3)CC2)c1	-0.3	-2	-6	1	6	4	2	7	12
CCOC(=O)C1CCN(S(=O)(=O)c2ccc(C(C)(C)C)cc2)CC1	-0.5	-8	-4	0	-1	-1	-3	0	-2
Cc1csc(NC(C)c2nc3cc(C(F)(F)F)ccc3n2CCOCCO)n1 (stereo unspecified)	3.2	0	-11	3	3	1	11	-4	4
Cc1ccc(C23CC4CC(CC(CC(=O)N5CCOCC5)(C4)C2)C3)cc1	0.4	1	3	2	3	-5	5	10	-1
COc1cc(C(=O)NCC2(c3ccccc3)CCCC2)ccc1OC(C)C	-0.3	0	1	70*	3	-4	7	2	8
CC1CCCCC12NC(=O)N(CC(=O)OCC(=O)c1ccc(OC(F)F)cc1OC(F)F)C2=O (stereo unspecified)	-1.6	-2	0	1	3	0	5	-5	4
COc1cc(C2NC(=O)NC(C)=C2C(=O)OCc2ccc(C)cc2)cc(OC)c1OC (stereo unspecified)	0.2	0	-5	2	1	0	-2	0	3
COC(=O)c1ccc(-n2nc(C(F)(F)F)c3c2-c2ccoc2CC3)cc1	1.0	-6	1	3	-2	-5	-8	-3	4
COC(=O)c1cc2n(n1)CCN(Cc1ccccc1Cl)C2=O	-0.7	1	-3	9	-4	-1	-3	1	2
N#Cc1nc(-c2ccc(F)cc2)oc1NCc1ccccc1	-3.4	-3	8	5	1	4	6	0	15
CC(=O)c1cccc(NC(=O)c2nc(-c3ccccc3)oc2C)c1	-1.6	-8	-4	0	-2	1	0	5	6
Cn1ccnc1/C(=N\NC(=O)c1ccc(O)cc1)c1cccc([N+](=O)[O-])c1	-1.8	-2	4	4	5	2	3	-2	0
CCOc1ccc(-c2cnc(NCc3cccc4ccccc34)n2CCOC)cc1	1.3	8	-1	0	6	4	19	10	10
CC1(C2CC2)NC(=O)N(CC(=O)Nc2cc(S(=O)(=O)N3CCCCC3)ccc2Cl)C1=O (stereo unspecified)	x	x	-2	4	0	10	-3	5	1
Cc1cc(Cl)ccc1NC(=S)NCc1cccs1	-2.2	-3	1	5	6	5	-1	8	5
CCOC(=O)c1cc(C(=O)Nc2ccc(C)c(F)c2)nn1C	-3.5	-2	0	2	2	2	-5	-3	-1
COc1ccc(/C=N/Nc2nc(N3CCCC3)nc(N3CCCC3)n2)cc1O	-3.7	4	-1	3	2	5	0	10	15
C/C(=N/N=C(\C)c1ccccc1O)c1ccccc1O	u	6	-7	4	2	7	4	0	9
CCCNC(=O)COc1coc(CN2CCN(c3ccccc3F)CC2)cc1=O	1.2	2	-2	-4	8	-3	4	16	2
c1ccc(CNc2ccc3ccccc3n2)nc1	-8.2	0	0	-1	-1	-7	-3	0	7
CCCCOC(=O)CCc1nc2ccccc2[nH]1	0.8	-7	0	3	7	-5	-2	10	2

The last three compounds of the part above lead into the next.
SMILES	MEX-5 binding	Fam108B inh	GLD-1 TGE inh	PAFAH1B2 inh	Bcl-xL primary	PME-1 primary	pPAFAH FP inh	MCL1 BIM primary	AHR activator
CCCNC(=O)COc1coc(CN2CCN(c3ccccc3F)CC2)cc1=O	1.2	2	-2	-4	8	-3	4	16	2
c1ccc(CNc2ccc3ccccc3n2)nc1	-8.2	0	0	-1	-1	-7	-3	0	7
CCCCOC(=O)CCc1nc2ccccc2[nH]1	0.8	-7	0	3	7	-5	-2	10	2
COC(=O)N1C(=O)[C@@](c2ccccc2)(C2CCCCC2)N1C(=O)OC	-0.1	0	3	2	5	9	-8	-2	7
OCCC1CN(Cc2cc3c(cc2Cl)OCO3)CCN1Cc1ccccc1 (stereo unspecified)	0.7	6	2	1	3	-8	-3	8	6
N=c1c2c(-c3ccccc3)c(-c3ccccc3)n(Cc3ccccc3)c2ncn1CCO	0.1	-5	6	2	-2	-1	-7	-7	-2
Cc1ccc(C(=O)/C=C/C(=O)O)cc1	2.0	-3	1	0	8	-2	3	1	13
Cc1nn(CC(=O)N2CCCC2)c(=O)c2nn(-c3ccccc3)c(C)c12	2.9	0	6	4	1	-9	5	-4	2
CCNc1nc(N2CCCCC2)nc(-n2nnc(C(=O)OCC)c2C)n1	1.1	0	-2	-4	3	-1	7	-3	4
c1cc(CNCC2CCCO2)ccn1 (stereo unspecified)	2.4	0	-2	3	4	3	1	7	3
COc1cc(C(=O)NNC(=O)c2ccoc2C)cc(OC)c1OC	-0.9	4	-8	4	2	0	-6	-2	-1
O=C(CCNS(=O)(=O)c1c(Cl)cccc1Cl)N1CCCC1	x	x	0	1	3	7	-1	1	0
Cc1cccc(NC2SC(=O)N(c3ccccc3)C2=O)c1 (stereo unspecified)	-0.7	2	1	-1	6	1	6	3	2
COc1ccc(C(=O)N2CCN=C2SC)cc1	0.9	-3	-9	2	-4	8	2	-7	3
Cn1cncc1C#Cc1ccc2c(=O)c3ccccc3oc2c1	x	x	4	0	x	x	3	x	-3
CC(=O)Nc1nc2nc(-c3ccccc3)cc(-c3ccccc3)n2n1	-1.5	-1	-3	10	6	-1	4	1	8
COc1c2ccoc2c(OC[C@@H](O)C(C)(C)O)c2oc(=O)ccc12	0.2	1	-5	7	-6	5	-2	-9	50*
CCOC(=O)c1cccc(NC(=O)CSc2nnc(-c3ccoc3C)n2CC)c1	2.4	-3	-8	-3	3	2	2	0	-9
CSc1nc2ccccc2n1Cc1cccc(F)c1	0.8	2	0	2	6	4	10	-3	0
O=C1c2cccc3c(N4CCCCC4)ccc(c23)C(=O)N1c1ccccc1O	-56*	-4	22	-1	35*	-9	-3	-5	6
Cc1cccc(OCC(=O)NCC(=O)N/N=C/c2cccs2)c1	5.8	4	0	-1	1	-1	-2	7	-4
N#Cc1c(N)nc(SCc2ccccn2)c(C#N)c1-c1cccs1	0.7	-2	2	3	3	0	-8	7	19
Cc1cccc(NC(=O)C2CCN(S(=O)(=O)c3ccc4ccccc4c3)CC2)n1	0.2	1	6	2	1	0	1	5	1
COC(=O)Cn1c(CCC(=O)O)ccc1-c1ccccc1	-4.5	0	5	7	8	3	1	1	-1
CCCN1CCN(CCCNC(=O)c2cc3c(=O)[nH]c4ccccc4c3s2)CC1	0.8	0	-4	3	2	1	3	3	0
CCC1CCCCN1CCCNC(=O)CC1Oc2ccc(C)cc2NC1=O (stereo unspecified)	-1.7	-2	3	8	1	-4	6	3	0
CCCSc1nc2c(c(=O)n1CC)SC(C)C2 (stereo unspecified)	-1.5	-6	6	1	6	8	-1	0	8
O=C(Cc1cn(Cc2cccc(Cl)c2)c2ccccc12)N1CCCCCC1	0.9	6	1	7	-1	11	6	0	1
CC(C)C(OC(=O)c1cccs1)C(=O)NCc1ccco1 (stereo unspecified)	0.0	3	3	-1	-1	-4	2	4	0
CCOC(=O)CNC(=O)CCCCCC(=O)NCC(=O)OCC	-4.3	1	5	4	-3	0	3	10	-1
CN(C(=O)c1cc2ccccc2cc1O)C1CCCCC1	0.8	0	-4	2	-2	0	1	6	10
CSCCC(NC(=O)c1ccc(Cl)cc1)C(=O)NC(C)(C)C (stereo unspecified)	-1.8	5	3	9	0	7	-4	3	0
CCN(CC)C(=O)COc1ccc(-c2nnc(N3CCCCC3)c3ccccc23)cc1	-0.3	2	-4	1	4	-1	9	-2	-2
COc1ccc(C(=O)N2CCC(C(=O)O)CC2)cc1	2.4	1	1	2	3	-1	-4	0	-1
CCCCn1nc(C(=O)NNC(=O)c2ccncc2)c2ccccc2c1=O	-5.0	0	-4	2	4	2	0	2	4
COc1ccc(NC(=O)COC(=O)c2ccc(C)c(S(=O)(=O)N3CCCCC3)c2)cc1	x	x	8	4	2	7	10	0	-1
O=C(O/N=C\c1ccc(N2CCCCC2)c([N+](=O)[O-])c1)c1ccc(Cl)cc1Cl	-0.3	-4	-2	3	7	-6	1	12	1

An excerpt. The share of hits here may be higher or lower than overall.
